phage Ecoli inh – E. coli growth loss with phage present; growth absorbance; inhibition, % at 11.9 µM; actives 0.26% (n = 360,000); AID 651602; in the data active means inhibition above about 11%
HTR5A inv ag – inverse agonist of human HTR5A in OPRM1-OPRD1 counter-screen | P47898 | HTR5A cell line, luminescence, inverse agonism | inhibition, % at 9.3 µM | actives 0.083% (n = 340,000) | AID 504634; in the data active means inhibition mostly above about 23%, no sharp cut-off; inactive means mostly below about 18%;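 further: 0% = cells with DMSO and 100% = no-cell wells with DMSO; some compounds called inactive have numbers as strong as hits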
OPRM1-OPRD1 inv – mu-delta opioid heterodimer inverse agonism. AID 504357. actives 0.21% (n = 340,000). inhibition, % at 9.3 µM. cell-based MOR-DOR heterodimer luminescence. P35372+P41143; in the data active means inhibition above about 22%, passing the limit was not always enough;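 further: 0% = cells with DMSO and 100% = wells without cells with DMSO; values of inactives mirror those of a sister screen read the other way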
Target sequence (P35372 whole entry, looked up): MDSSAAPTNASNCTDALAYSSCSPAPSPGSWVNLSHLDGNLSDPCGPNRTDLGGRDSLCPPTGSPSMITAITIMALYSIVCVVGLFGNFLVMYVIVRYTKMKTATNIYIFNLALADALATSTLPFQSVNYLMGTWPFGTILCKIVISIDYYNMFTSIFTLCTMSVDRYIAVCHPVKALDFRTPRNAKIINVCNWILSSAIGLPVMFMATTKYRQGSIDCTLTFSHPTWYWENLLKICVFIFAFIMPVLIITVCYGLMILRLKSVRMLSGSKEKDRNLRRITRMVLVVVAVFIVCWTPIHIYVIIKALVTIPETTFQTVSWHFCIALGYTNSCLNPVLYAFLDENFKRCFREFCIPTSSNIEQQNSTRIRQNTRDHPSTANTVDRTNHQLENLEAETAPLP
Target sequence (P41143 whole entry, looked up): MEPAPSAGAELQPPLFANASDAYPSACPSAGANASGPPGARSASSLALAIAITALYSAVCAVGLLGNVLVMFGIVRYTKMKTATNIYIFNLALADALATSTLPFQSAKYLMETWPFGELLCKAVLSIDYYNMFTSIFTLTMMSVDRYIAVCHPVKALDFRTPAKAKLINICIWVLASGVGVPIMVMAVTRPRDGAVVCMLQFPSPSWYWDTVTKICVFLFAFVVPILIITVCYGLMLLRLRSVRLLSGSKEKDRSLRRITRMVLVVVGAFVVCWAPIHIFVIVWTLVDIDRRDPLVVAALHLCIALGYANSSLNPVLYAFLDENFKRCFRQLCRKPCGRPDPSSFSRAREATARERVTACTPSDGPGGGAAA
AddAB inh – less growth of phage-infected E. coli with AddAB. E. coli expressing H. pylori AddAB, absorbance growth. inhibition, % at 11.9 µM. actives 0.29% (n = 330,000). AID 435030; in the data active means inhibition above about 12%;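 further: 0% = vehicle wells of infected cells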
SUMO Mot1 rescue – blocks SUMOylation pathway, rescuing yeast Mot1-301 growth | S. cerevisiae Mot1-301 growth rescue, ATP luminescence, 38.5C; percent above DMSO median, 100 means doubled | AID 2716 | actives 1% (n = 320,000) | growth rescue, % at 18.8 µM;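 active means every valid replicate shows activation above 250% relative to neutral control wells; inactive means the rest, any valid replicate at or below 250%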;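 further: OY570 slx delta 5 strain wells were the positive control but not used for scaling; some compounds called inactive have numbers as strong as hits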
Tat transport – blocks Tat-dependent protein export in E. coli | E. coli MC4100 TorA-mCherry Tat export, fluorescence | inhibition, % at 10 µM | actives 0.036% (n = 340,000);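 active means mean replicate inhibition at least 50% and at least half of replicates individually reaching 50%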;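 further: exported cargo escapes ClpAP degradation while cytoplasmic cargo is degraded and loses fluorescence; 0% = median of neutral control wells and 100% = median of NaSCN control wells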
PKA-R2B act – activates the human PKA-R2B holoenzyme complex | PKA-R2B holoenzyme dissociation, Cy5-IP20 fluorescence polarization; R2B truncated from residue 108, S112A mutant; 0% DMSO only, 100% 113 µM cGMP | actives 0.079% (n = 340,000) | activation, % at 11.4 µM;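 active means activation above a cutoff set at the mean over all compounds plus 3 SD, cut at about 18% in these data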;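 further: higher means more holoenzyme dissociation and a rise in polarization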
OPRM1-OPRD1 ag – OPRM1-OPRD1 heterodimerization agonism; cells, luminescence; activation, % at 9.3 µM; actives 0.3% (n = 340,000); AID 504326; in the data active means activation above about 18%;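 further: 0% = vehicle-treated cells and 100% = reference agonist; values of inactives mirror those of a sister screen read the other way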
PfHsp90 yeast 2 – inhibits growth of yeast expressing Plasmodium falciparum Hsp90 | S. cerevisiae expressing PfHsp90, BacTiter-Glo ATP, 48 h; yeast lacking PDR1 and PDR3 efflux regulators | inhibition, % at 9.4 µM | actives 0.32% (n = 310,000);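 active means every replicate shows inhibition above about 80%, whatever the replicate mean, limit read from the data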;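 further: 0% = DMSO neutral controls and 100% = 20 µM radicicol positive controls; yeast relying on Plasmodium falciparum Hsp90 in place of its own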
PKA-R1A act – activators of PKA-R1A complex | PKA-R1A dissociation, Cy5-IP20 fluorescence polarization; scaled: DMSO 0%, 113 µM cGMP 100% | activation, % at 11.4 µM | actives 0.083% (n = 340,000);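 active means percent activation above the mean of all tested compounds plus 3 SD, cut at about 19% in these data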;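 further: higher means more PKAc released from R1A so a rise in polarization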
Ecoli viability – counter-screen for AddAB inhibitors: E. coli growth inhibition; inhibition, % at 11.9 µM; E. coli V3065 growth, OD600 absorbance, 18 h; actives 0.27% (n = 330,000);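 active means inhibition above the campaign's mean inhibition across all tested compounds plus 3 SD, cut at about 9.9% in these data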;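 further: uninfected addAB+ strain grown without phage in ampicillin broth; 0% = DMSO wells and 100% = ciprofloxacin 0.95 µg/ml wells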
Starred values were filed as active, the others as inactive; · = not tested or not shown.

SMILES	phage Ecoli inh	HTR5A inv ag	OPRM1-OPRD1 inv	AddAB inh	SUMO Mot1 rescue	Tat transport	PKA-R2B act	OPRM1-OPRD1 ag	PfHsp90 yeast 2	PKA-R1A act	Ecoli viability
CC(=O)NC(Cc1ccc(F)cc1)C(=O)NC1CCN(c2ncccc2[N+](=O)[O-])CC1 (centres undefined)	3.3	5.2	9.4	1.5	-9.7	4.5	-3.2	-1.9	6.0	-4.4	-0.8
c1csc(CNc2nc3ccccc3n2CCN2CCOCC2)c1	1.4	·	·	2.6	-5.8	-0.1	8.2	·	9.2	-1.2	-2.3
COc1ccc(CNC(=O)CCc2cc(OC)c(OC)c(OC)c2)cc1	-0.9	-5.5	7.8	-0.4	8.3	-7.8	6.5	-1.6	-25.6	3.2	1.8
O=C(CN(C(=O)CNS(=O)(=O)c1ccccc1)C1CCCC1)NCC1CCCO1 (centres undefined)	-0.6	5.3	12.5	3.1	-10.1	-4.0	-0.1	-3.0	6.5	-0.2	0.8
CCc1cc(=O)oc2c(C)c(OCC(=O)NCc3ccccn3)ccc12	-0.5	6.9	8.6	2.7	11.4	-8.2	6.7	-1.7	5.9	2.9	0.6
COc1cccc2c1CCC(NC(C)=O)C2=O (centres undefined)	2.0	-15.1	-10.4	-1.7	-10.5	0.5	15.8	1.9	11.5	2.0	-0.6
COCc1ccc(C(=O)N2CCCC(CNC(=O)c3ccc(F)cc3)C2)o1 (centres undefined)	0.6	1.1	8.9	0.9	7.4	-4.5	9.8	-1.6	5.4	9.0	0.3
CCOc1ccc(C(=O)NCC(=O)OCC(=O)Nc2ccccc2OCC)cc1	1.4	-12.4	10.3	1.8	0.6	3.3	0.3	-1.9	-20.4	15.2	1.2
N#Cc1c(-c2ccccc2)ccnc1N1CCOCC1	2.9	29.9	-0.8	2.9	·	-8.4	-2.3	0.1	-24.8	-4.9	2.1
CN(CCOc1ccc(Br)cc1)C(=O)CNC(=O)c1ccc2ccccc2c1	-0.1	-11.6	-10.5	2.5	6.2	3.6	0.5	2.0	-29.8	4.2	-3.5
COc1nc(OC)nc(N2CCC(C(=O)Nc3cccc4ccccc34)CC2)n1	0.9	-9.2	5.5	2.4	-12.3	-3.3	2.9	-1.1	·	-4.3	-1.5
COC(=O)CC(NC(=O)c1cccs1)c1ccc(OC)c(OC)c1 (centres undefined)	3.4	7.4	-1.4	-1.2	-3.0	0.8	-12.2	0.3	6.1	-2.6	3.7
COc1ccc(NC(=O)c2cccnc2)cc1	3.5	-8.7	5.7	1.6	32.7	-6.7	1.7	-1.0	-6.2	6.7	0.8
CCOC(=O)/C(C#N)=C/c1cn(CCC(=O)O)nc1-c1ccc(Br)cc1	3.1	-3.4	12.8	1.7	4.3	15.9	-11.1	-2.8	20.2	-6.1	-1.4
CN(C)CCCOC(=O)c1ccc(Br)cc1	0.6	-14.3	8.6	3.2	0.8	-2.7	-3.3	-1.5	17.0	7.7	1.0
Cc1ccc(NC(=O)NCc2cccnc2)cc1C	0.6	-0.9	9.0	1.4	-8.2	0.2	-2.8	-1.7	-14.9	-12.9	-0.4
COc1cccc(NC(=O)c2ccc3snnc3c2)c1	3.2	-17.1	-10.5	-0.3	-19.1	-3.2	-2.4	1.9	27.0	3.9	0.4
CC(C)c1cccc(-c2ccc3c(c2)S(=O)(=O)c2cccc(C(=O)NCc4ccccc4)c2C3=O)c1	3.0	7.8	20.6	2.9	-5.4	-9.3	-3.4	-4.5	6.0	-5.9	0.9
Cc1sc2ncnc(N3CCC(C(=O)N(C)CC(=O)Nc4ccccc4Cl)CC3)c2c1C	-0.1	0.3	-7.3	-1.9	-21.0	4.8	-10.2	1.1	16.7	-13.1	2.1
CN(Cc1ccccc1)C(=O)CSc1n[nH]c(N)n1	1.9	-19.8	-17.1	1.0	-5.8	4.8	-1.9	2.1	0.4	-7.8	2.5
O=C(CCN1C(=O)c2ccccc2S1(=O)=O)NCc1ccccc1Cl	1.6	10.4	2.4	·	·	-3.5	-10.6	-0.4	-14.5	3.8	·
CC1CCCN(Cc2nc3c(c(=O)n(C)c(=O)n3C)n2CCCc2ccccc2)C1 (centres undefined)	0.5	15.4	-20.6	3.8	·	4.5	0.5	3.6	7.9	1.0	0.6
CCc1ccc(NC(=O)CSc2nnc(-c3cnccn3)n2C)cc1	0.9	-0.7	7.9	1.7	-7.1	-4.1	7.7	-1.6	-32.8	11.1	0.3
Cc1c(C#N)c(O)n(CCO)c(=O)c1N=Nc1ccc2c(c1)COC2=O	4.5	16.9	-27.9	1.5	-5.3	-9.6	-5.5	5.6	-9.1	-3.2	2.3
O=C(CSc1nnc(CNC(=O)c2c(F)cccc2Cl)o1)Nc1ccccc1	1.1	22.7	9.3	3.0	246.6	-3.1	-5.3	-1.9	-7.6	-0.9	-1.7
Cc1ccc(CN(C(=O)c2ccco2)C2CCS(=O)(=O)C2)cc1 (centres undefined)	-0.6	1.0	-0.4	0.1	-16.3	1.7	2.8	0.1	-15.0	-4.1	-0.7
Cc1nn(-c2cccc([N+](=O)[O-])c2)c(N)c1-c1ccccc1	4.8	4.8	9.9	-0.7	-2.6	-8.0	-2.3	-2.0	6.9	-1.9	-2.4
N#Cc1cc([N+](=O)[O-])ccc1N1CCCC1	1.8	4.9	15.2	2.6	-9.7	5.7	0.2	-2.9	-3.2	-11.3	1.4
Cc1c(-c2ccccc2)oc2c(C(=O)N3CCN(c4ccc([N+](=O)[O-])cc4)CC3)cccc2c1=O	1.7	20.7	7.2	1.8	-3.6	3.1	11.5	-1.3	6.9	-4.3	-2.6
Cc1ccc(NS(=O)(=O)c2ccc(C(C)(C)C)cc2)cn1	2.9	-0.5	4.0	6.2	-1.4	-1.7	7.3	-0.9	-8.7	-0.6	2.8
CCOc1ccc(OCCC(=O)N2CCc3cc(OC)c(OC)cc3C2)cc1	-2.8	-5.7	1.9	1.3	0.3	0.0	2.3	-0.3	3.5	2.5	-0.1
O=C(COc1ccccc1)OCC(=O)N1CCCc2ccccc21	2.8	-10.0	10.9	0.1	10.0	2.4	-3.5	-1.7	3.6	-3.6	-3.1
C=CCNC(=O)C1CCN(c2nc(C)cc(-c3ccccc3)n2)CC1	·	-5.7	13.5	-1.7	0.9	3.7	-1.9	-2.7	·	3.7	-0.5
O=C(NCCCn1ccnc1)c1nn2c(C(F)(F)F)cc(-c3ccccc3)nc2c1Cl	3.9	-9.9	11.8	2.2	12.8	-6.8	1.5	-2.5	-11.2	-4.3	-2.0
O=C(Nc1cccc2cccnc12)c1cc(F)c(F)cc1Cl	1.6	4.0	-47.4	3.3	-3.6	-0.3	0.3	9.2	-37.6	-7.5	-1.9
O=C(NC1CCN(Cc2ccccc2)CC1)c1ccc(CS(=O)c2ccc(F)cc2)o1 (centres undefined)	3.0	-2.6	8.6	1.4	20.8	-6.0	2.8	-1.7	18.8	1.4	-0.8
COCCCNC(=O)c1cc(Sc2ccc(F)cc2)nc2ccccc12	3.5	4.3	6.5	2.8	-19.5	11.7	-9.2	-1.2	17.5	-4.0	3.0
O=C(NCc1ccco1)c1ccc(N2CCCCC2)c([N+](=O)[O-])c1	3.5	24.9	10.4	1.9	812.1*	-4.4	7.1	-2.0	-5.3	12.1	2.5
COc1ccc(Br)cc1-c1noc(-c2ccccc2F)n1	1.2	-8.6	8.8	2.1	-14.3	-7.8	-6.8	-1.8	·	4.0	2.5
Cc1ccc(CNC(=O)c2cccnc2Cl)cc1	3.9	2.3	19.9	-0.2	101.6	5.3	10.1	-4.0	13.3	-5.0	-2.8

Some of the entries above, reformatted.
Values run as follows: phage Ecoli inh | HTR5A inv ag | OPRM1-OPRD1 inv | AddAB inh | SUMO Mot1 rescue | Tat transport | PKA-R2B act | OPRM1-OPRD1 ag | PfHsp90 yeast 2 | PKA-R1A act | Ecoli viability
Cc1ccc(NS(=O)(=O)c2ccc(C(C)(C)C)cc2)cn1
→ 2.9 | -0.5 | 4.0 | 6.2 | -1.4 | -1.7 | 7.3 | -0.9 | -8.7 | -0.6 | 2.8
CCOc1ccc(OCCC(=O)N2CCc3cc(OC)c(OC)cc3C2)cc1
→ -2.8 | -5.7 | 1.9 | 1.3 | 0.3 | 0.0 | 2.3 | -0.3 | 3.5 | 2.5 | -0.1

Other structures follow:
SMILES	phage Ecoli inh	HTR5A inv ag	OPRM1-OPRD1 inv	AddAB inh	SUMO Mot1 rescue	Tat transport	PKA-R2B act	OPRM1-OPRD1 ag	PfHsp90 yeast 2	PKA-R1A act	Ecoli viability
COc1ccc(-c2ccc3nnc(SCC(=O)NCC4CCCO4)n3n2)cc1 (centres undefined)	0.2	4.2	-5.3	0.8	72.1	-1.6	10.7	0.8	3.1	-0.3	-2.1
O=C(O)/C=C\C(=O)Nc1cccc(NC(=O)c2ccccc2)c1	3.1	-5.5	4.9	2.2	1.9	-0.9	5.1	-0.8	12.4	-4.1	3.6
Cc1ccc(NS(=O)(=O)c2cccc([N+](=O)[O-])c2)nc1	3.9	-17.5	18.8	2.2	263.6	-1.6	-5.3	-3.9	-9.5	-1.9	-0.7
CC(C)CC(=O)N1CCN(c2ccc([N+](=O)[O-])cc2Cl)CC1	3.3	-6.2	-7.1	-2.2	32.3	1.2	2.3	1.0	8.5	-11.4	3.0
COC(=O)C1=C(C)N(Cc2ccccc2)C(=NCCc2cccnc2)N[C@H]1c1ccc(Br)cc1	·	2.9	-10.8	0.8	-19.2	-3.3	-11.6	2.0	-10.1	-5.1	-2.7
CC(C)CC1=NN(C(=O)c2ccco2)C(O)(C(F)(F)F)C1 (centres undefined)	4.4	13.8	14.9	1.7	-8.2	-4.3	-1.3	-3.0	-15.8	-1.3	-0.7
COc1ccc(CN(CC(=O)NCC2CCCO2)C(=O)CCC(=O)Nc2cc(C)on2)cc1 (centres undefined)	2.4	2.2	0.8	1.3	391.7*	2.5	-0.5	-0.1	-3.6	4.2	2.1
CC(C)c1nc2sc3c(NCc4ccccc4)ncnc3c2c2c1COC(C)(C)C2	0.5	-13.5	-19.3	3.5	17.6	-4.2	14.4	3.6	-2.7	-7.1	-0.5
CN(C)Cc1c(C(=O)N/N=C/c2ccco2)nnn1-c1nonc1N	-0.6	-4.8	14.4	2.8	57.5	-5.4	3.6	-2.6	35.4	-7.6	-0.6
O=C1c2ccccc2S(=O)(=O)N1Cc1cc(=O)n2ccsc2n1	1.1	21.3	7.5	1.2	383.4*	1.3	1.3	-1.5	-16.7	15.6	0.3
N#Cc1ccsc1NC(=O)COC(=O)CCS(=O)(=O)c1ccccc1	2.3	1.9	16.0	0.2	5.4	-12.4	-5.0	-3.1	-7.3	-1.5	-1.3
O=C1CC(/C=C/c2ccccc2)(C(=O)NC2CCCC2)N1c1ccc(S(=O)(=O)N2CCCC2)cc1 (centres undefined)	5.0	-15.2	10.4	2.4	10.3	2.4	-0.6	-2.0	-12.5	-6.9	1.5
O=S(=O)(c1ccc(OC(F)(F)F)cc1)N1CCCC(c2ccccc2)C1 (centres undefined)	2.5	-2.5	3.5	-0.2	-4.8	4.0	-2.8	-0.8	0.4	-8.2	2.7
COC(=O)c1ccc(CNC(=O)COC(=O)c2cccs2)cc1	4.6	1.4	4.1	-0.9	5.2	1.8	-0.7	-0.8	-18.7	-2.2	0.8
